GRK2 aptamer HTS = inhibitors of human GRK2 displacing RNA aptamer; hit rate 0.59% among 330,000; P25098; inhibition of aptamer binding, % at 10 µM; bead flow cytometry, FAM-aptamer displacement from GRK2;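 active means inhibition of aptamer binding above 40%, roughly 3 SD of noise, on plates passing a quality check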;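 further: median bead fluorescence of bound FAM aptamer so fluorescent compounds give negative values; no value below 0 was filed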
MCL1-BIM inh = inhibitors of human MCL1 binding to BIM-BH3 peptide. hit rate 0.68% among 320,000. AID 2057. GST-MCL1 / FITC-Bim-BH3 fluorescence polarization. inhibition, % at 10.9 µM. Q07820;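 active means inhibition above the mean inhibition of all tested compounds plus 3 SD, set per campaign, cut at about 40% in these data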;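 further: 0% = DMSO wells and 100% = unlabeled Bim-BH3 peptide control; higher means more loss of mP so more displacement of Bim peptide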
Target sequence (Q07820 whole entry, looked up): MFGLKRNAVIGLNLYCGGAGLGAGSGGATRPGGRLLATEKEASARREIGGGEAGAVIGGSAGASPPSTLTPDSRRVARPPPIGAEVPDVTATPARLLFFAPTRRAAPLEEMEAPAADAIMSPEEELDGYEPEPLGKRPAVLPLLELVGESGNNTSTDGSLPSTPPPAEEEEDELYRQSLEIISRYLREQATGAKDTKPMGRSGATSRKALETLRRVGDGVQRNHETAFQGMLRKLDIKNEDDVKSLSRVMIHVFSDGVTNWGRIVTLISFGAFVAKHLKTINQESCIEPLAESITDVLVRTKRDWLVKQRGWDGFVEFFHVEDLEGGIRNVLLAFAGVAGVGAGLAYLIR
MEX-5 binding = C. elegans MEX-5 TCR-2 RNA binding activity; Q9XUB2; MEX-5/FITC-TCR2 RNA binding, fluorescence polarization; hits give low values; activity score (negative = inhibition of binding), % at 10 µM; hit rate 0.38% among 300,000; AID 1832;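 active means inhibition past about -25% in most replicates, and total fluorescence under double the plate's negative control median, limit read from the data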;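 further: 0% = DMSO and -100% = 5 µM competing unlabeled TCR2 RNA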
Yeast superoxide = lowers age-related superoxide in aged yeast cells; hit rate 0.18% among 330,000; S. cerevisiae aged cells, superoxide DHE fluorescence; hits give low values; superoxide response (% of plate mean), % at 10 µM;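 active means superoxide response under a set limit, about three screen SD below normal, cut at about 65% in these data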;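 further: yeast aged for seven days with compound at 30 °C before DHE staining; 100% = average MFI of all compound-treated wells on the plate with controls excluded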
VLA-4 inh = inhibition in a human VLA-4 binding assay | P13612 | VLA-4 expressing cells, ligand binding flow cytometry | inhibition, % (about 7 µM as worked out from the volumes in the protocol) | hit rate 0.2% among 330,000; in the data active means inhibition above about 50%
CIT2-GFP yeast = yeast TOR pathway CIT2-GFP modulation. S. cerevisiae CIT2-GFP strain, flow cytometry, 3 h; 100 means same as DMSO wells. GFP response vs DMSO, % at 10 µM. hit rate 0.065% among 320,000. AID 2029;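 active means GFP response relative to DMSO above a set limit, near the screen mean plus 3 SD, cut at about 150% in these data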;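 further: ratio of well median GFP fluorescence to mean of DMSO wells on the plate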
GLD-1 RNA inh = GLD-1-TGE RNA interaction inhibition (C. elegans); purified GLD-1 + fluorescein TGE RNA, fluorescence polarization; inhibition, % at 5.96 µM; hit rate 0.44% among 320,000; AID 2280;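 active means percent inhibition above a per-plate cutoff, the plate mean of test compounds plus 3 SD, cut at about 30% in these data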;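 further: 0% = DMSO wells with GLD-1 and probe and 100% = wells lacking GLD-1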
Bcl-xL primary = inhibitors of human Bcl-xL; Q07817; GST-Bcl-xL / FITC-Bim BH3 peptide fluorescence polarization; inhibition, % at 10.9 µM; hit rate 0.7% among 320,000;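 active means inhibition above the mean of all tested compounds plus 3 SD, cutoff set per campaign, cut at about 30% in these data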;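 further: 0% = DMSO wells and 100% = unlabeled Bim-BH3 peptide competitor; inhibitors lower millipolarization by displacing the labeled peptide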
AGP1 TOR yeast = modulators of TOR pathway AGP1-GFP in S. cerevisiae | AID 2066 | S. cerevisiae AGP1-GFP multiplex flow cytometry, 3 h; GFP as percent of DMSO wells | hit rate 0.02% among 320,000 | GFP response vs DMSO, % at 10 µM;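 active means GFP response relative to DMSO above a set limit, near screen average plus 3 SD, cut at about 150% in these data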;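 further: median GFP channel fluorescence of the gated AGP1 strain per well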
Starred values were filed as active, the others as inactive; nt = no result given.

Structure	GRK2 aptamer HTS	MCL1-BIM inh	MEX-5 binding	Yeast superoxide	VLA-4 inh	CIT2-GFP yeast	GLD-1 RNA inh	Bcl-xL primary	AGP1 TOR yeast
COc1ccc(C=C2C(=O)N(C)C(=O)N(C)C2=O)cc1CSc1ccccn1	0	-4	-2.2	92	-1	99	8	7	102
COc1ccc(-c2nn(CCC#N)cc2C(=O)Nc2ccccc2Br)cc1[N+](=O)[O-]	2	6	0.1	107	13	99	-4	6	98
CC1(C)C2CC=C(CN3CCC(O)CC3)C1C2 (stereo not given)	0	4	-1.1	109	2	101	0	3	101
CC(=O)N[C@@H]1CC[C@@]2(O)[C@H]3Cc4ccc(O)c5c4[C@@]2(CCN3CC2CC2)[C@@H]1O5	1	nt	nt	96	-1	106	-2	nt	107
COC(=O)C1=C(c2cc3ccccc3s2)C[C@@H]2CC[C@H]1N2C(=O)NCc1ccco1	0	4	3.1	93	19	67	2	0	80
COc1ccc(Cn2c(O)c(C=NCCN3CCOCC3)c(=O)[nH]c2=O)cc1	4	2	-0.6	94	-6	103	-6	-2	104
Cn1nccc1C(=O)N1CCC2(CC1)OCCO2	1	6	-0.2	99	0	98	0	3	109
COc1ccccc1NC(=O)N1C[C@@H]2C[C@@H](C1)c1cccc(=O)n1C2	0	4	-1.0	93	-9	106	4	0	101
O=C1N[C@@H](Cc2ccccc2)C(=O)N2[C@H]1C[C@H]1c3ccccc3N(OOSc3ccccc3)[C@H]12	0	0	3.3	93	1	88	3	-1	nt
CCSC(=O)N1CCCCCC1	2	3	nt	77	5	96	-7	12	101

2 records picked at random from those above, as already listed:
Structure	GRK2 aptamer HTS	MCL1-BIM inh	MEX-5 binding	Yeast superoxide	VLA-4 inh	CIT2-GFP yeast	GLD-1 RNA inh	Bcl-xL primary	AGP1 TOR yeast
CC1(C)C2CC=C(CN3CCC(O)CC3)C1C2 (stereo not given)	0	4	-1.1	109	2	101	0	3	101
CC(=O)N[C@@H]1CC[C@@]2(O)[C@H]3Cc4ccc(O)c5c4[C@@]2(CCN3CC2CC2)[C@@H]1O5	1	nt	nt	96	-1	106	-2	nt	107

(listing goes on)
Structure	GRK2 aptamer HTS	MCL1-BIM inh	MEX-5 binding	Yeast superoxide	VLA-4 inh	CIT2-GFP yeast	GLD-1 RNA inh	Bcl-xL primary	AGP1 TOR yeast
CCn1c(NN=O)nc2ccccc21	3	4	-2.4	75	-13	105	1	3	103
CC(=O)OC1=CC[C@H]2[C@@H]3CC[C@H]4C[C@H](OC(C)=O)[C@@H](OC(C)=O)C[C@]4(C)[C@H]3CC[C@]12C	1	3	nt	101	4	95	1	2	100
Cc1nc2sccc2c(=O)n1-c1ccccc1Cl	0	6	-0.3	99	16	nt	2	2	89
CCOc1ccc(C(C)=O)cc1Cn1ccsc1=N	0	nt	-3.8	111	3	100	nt	nt	103

Filtered by structure, the entries above containing sulfur (six)
Structure	GRK2 aptamer HTS	MCL1-BIM inh	MEX-5 binding	Yeast superoxide	VLA-4 inh	CIT2-GFP yeast	GLD-1 RNA inh	Bcl-xL primary	AGP1 TOR yeast
COc1ccc(C=C2C(=O)N(C)C(=O)N(C)C2=O)cc1CSc1ccccn1	0	-4	-2.2	92	-1	99	8	7	102
COC(=O)C1=C(c2cc3ccccc3s2)C[C@@H]2CC[C@H]1N2C(=O)NCc1ccco1	0	4	3.1	93	19	67	2	0	80
O=C1N[C@@H](Cc2ccccc2)C(=O)N2[C@H]1C[C@H]1c3ccccc3N(OOSc3ccccc3)[C@H]12	0	0	3.3	93	1	88	3	-1	nt
CCSC(=O)N1CCCCCC1	2	3	nt	77	5	96	-7	12	101
Cc1nc2sccc2c(=O)n1-c1ccccc1Cl	0	6	-0.3	99	16	nt	2	2	89
CCOc1ccc(C(C)=O)cc1Cn1ccsc1=N	0	nt	-3.8	111	3	100	nt	nt	103

The list is partial (hit frequency here may not be typical).
